TMEM16A act: TMEM16A chloride channel activators or potentiators, primary screen, cell-based, HTS; B-score at 10 µM; HEK293 TMEM16A/YFP-H148Q/I152L, iodide quench fluorescence; stronger effect = lower value; 0.3% of 340,000 active; Anoctamin-1 (Mus musculus), Q8BHY3;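 active means fluorescence-ratio B-score plate-corrected deviation score at least 3 library SD below zero, with starting fluorescence score within 5 deviations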;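 further: channel opened by trigger with iodide after compound preincubation; score built on the fluorescence ratio of max minus min over baseline; more negative score means more quench and so TMEM16A activation or potentiation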
Calls only; i = inactive.

The opening 2 entries (preview)
Structure	TMEM16A act
COC(=O)C1=C(c2ccc(OC)c(OC)c2)C[C@@H]2CC[C@H]1N2C(=O)N1CCC(O)CC1	i
N#Cc1ccc(NC(=O)CN2C(=O)NC3(CCCCCCC3)C2=O)cc1Cl	i

The whole of this part, from the start:
Structure	TMEM16A act
COC(=O)C1=C(c2ccc(OC)c(OC)c2)C[C@@H]2CC[C@H]1N2C(=O)N1CCC(O)CC1	i
N#Cc1ccc(NC(=O)CN2C(=O)NC3(CCCCCCC3)C2=O)cc1Cl	i
COC1C(O)C(C)OC(OC2CCC3(C=O)C(CCC4C3CCC3(C)C(C5=CC(=O)OC5)CCC43O)C2)C1O (stereo not given)	i
COC(=O)C1=C(c2ccc(OC)c(OC)c2)C[C@@H]2CC[C@H]1N2C(=O)NCc1ccc(F)cc1	i
CCCCNC(C)Cc1ccccc1 (stereo not given)	i
O=C(O)CCCOc1ccc(Cl)cc1Cl	i
COc1cc(C(=O)NN=Cc2ccc(N(CCCl)CCCl)cc2)cc(OC)c1OC	i
CC(CN1CCOCC1)C(C#N)(c1ccccc1)c1ccccc1 (stereo not given)	i
CN1CC[C@]23c4c5ccc(OC6OC(C(=O)O)[C@@H](O)C(O)[C@H]6O)c4OC2C(O)C=CC3[C@H]1C5 (stereo not given in full)	i
CCCCCCCCc1ccc(O)cc1	i
COc1ccccc1N1CCN(CCc2c[nH]c3cc4c(cc23)OCO4)CC1	i
COCCNC(=O)N1[C@H]2CC[C@@H]1C(C(=O)OC)=C(c1cccc(C#N)c1)C2	i
C#C[C@]1(O)CCC2C3C(=O)C=C4C(Cl)=CCC[C@]4(C)C3CC[C@@]21C (stereo not given in full)	i
Cc1cc(N(CCCl)CCCl)ccc1C=Cc1ccncn1	i
CN1CC(Br)C(=O)NC1=O (stereo not given)	i
O=C1NC(=O)C(=Cc2ccccc2[N+](=O)[O-])C(=O)N1	i
C=C1C(=O)OC2C1CCC(C)C1(O)C=CC(=O)C21C (stereo not given)	i
COC(=O)C1=C(c2ccc(-c3ccccc3)c(F)c2)C[C@@H]2CC[C@H]1N2C(=O)N1CCC(C)CC1	i
COC(=O)C1=C(c2cccc(C#N)c2)C[C@@H]2CC[C@H]1N2C(=O)NCCNC(C)=O	i
CC(=O)N(C)C1=Nc2ccc(Cl)cc2C(c2ccccc2)=[N+]([O-])C1	i
COC(=O)C1=C(c2cccc(OCc3ccccc3)c2)C[C@@H]2CC[C@H]1N2C(=O)NCc1ccc(F)cc1	i
C/C=C/c1ccc2c(c1)OCO2	i
Cc1cccc(NC(=O)CN2CCN(C(=O)COc3cccc(Br)c3)CC2)c1C	i
CCN(C(=O)COC(=O)c1cc(C)n(C2CC2)c1C)c1ccccc1	i
COC(=O)C1=C(c2cccc(OCc3ccccc3)c2)C[C@@H]2CC[C@H]1N2C(=O)NCc1ccc(Br)cc1	i
ClCCN(CCCl)c1ccc(-n2cnc3c(Cl)ncnc32)cc1	i
CC1CCN(C(=O)COC(=O)c2cn(C)c3ccccc23)CC1	i
O=C/C=C/c1ccccc1	i
CCC1(c2ccccc2)C(=O)NC(=O)NC1=O	i
C[C@]12CC[C@H](OC(=O)CCC(=O)O)CC1=CCC1C2CC[C@@]2(C)C1CC[C@@H]2OC(=O)CCC(=O)O (stereo not given in full)	i
CCCNC(=O)N1[C@H]2CC[C@@H]1C(C(=O)OC)=C(c1c(C)noc1C)C2	i
Cc1cc(C)c2c(c1)NP(=S)(c1ccccc1)N2 (stereo not given)	i
COC(=O)C1=C(c2ccc(-c3ccccc3)c(F)c2)C[C@@H]2CC[C@H]1N2C(=O)NCc1ccc(F)cc1	i
Brc1ccc2[nH]cc(C=NN3CCCCCC3)c2c1	i
Brc1ccc(Oc2ccc(Br)cc2Br)c(Br)c1	i
O=NN1CCCCC1	i
C[C@]12CC[C@H](O)CC1=CCC1C2CC[C@]2(C)C(=O)[C@H](Br)CC12 (stereo not given in full)	i
COc1ccc2c(c1)C1(C(=O)O)CC=CCC1(C(=O)O)C2 (stereo not given)	i
C[C@@H]1O[C@@H](O[C@@H]2C=C3CC[C@@H]4C(CC[C@]5(C)[C@@H](c6ccc(=O)oc6)CC[C@]45O)[C@@]3(C)CC2)[C@H](O)[C@H](O)[C@H]1O (stereo not given in full)	i
COc1ccc(-c2ccc(OC)c(OC)c2OC)cc1	i
COc1ccc(C(O)(c2ccccc2)c2ccncc2)cc1 (stereo not given)	i
Cn1cc(C(=O)OCC(=O)NC2(C#N)CCCC2)c2ccccc21	i
COCCO[C@H]1CCC2C3CC=C4C[C@@H](O)CC[C@]4(C)C3CC[C@@]21C (stereo not given in full)	i
N#CC(=C(O)c1ccc(S(=O)(=O)N(CCCl)CCCl)cc1)c1nc2ccccc2[nH]1	i
CCOC(=O)[C@]12Cc3cc(C)ccc3[C@H]1N(Cc1ccccc1)C(=O)c1ccccc12	i
CCC(C)(C)c1ccc(O)cc1	i
O=C1NC(=O)C(=Cc2ccccc2Oc2ccc(F)cc2)C(=O)N1	i
CC12CCC3c4ccc(OP(=O)(N5CC5)N5CC5)cc4CCC3C1CCC2=O (stereo not given)	i
Nc1cccc2c1Cc1cc([N+](=O)[O-])ccc1-2	i
N#CCCCCC#N	i
CCCCCC[N+](=O)[O-]	i
CC12CCC(=O)C=C1CC(O)C1C2CCC2(C)C1CCC2(C)O (stereo not given)	i
CN1CC[C@]23c4c5ccc(O)c4OC2C(O)C=CC3[C@H]1C5 (stereo not given in full)	i
COC(=O)C1=C(c2ccc(F)cc2OCc2ccccc2)C[C@@H]2CC[C@H]1N2C(=O)NCCCOC(C)C	i
CCC1(Cc2ccccc2)C(=O)NC(=S)N(C)C1=O (stereo not given)	i
COC1=CC=C2[C@H]3Cc4ccc(OC)c5c4[C@@]2(CCN3C)C1O5 (stereo not given in full)	i
COc1c(O)cc2c(c1OC)-c1ccc(OC)c(=O)cc1C(NC(C)=O)CC2 (stereo not given)	i
Nc1ncc([N+](=O)[O-])s1	i
CN1[C@@H]2CCC[C@H]1CC(=O)C2	i
Cc1cccc(CC(c2cccc(C)c2)N(C)C)c1 (stereo not given)	i

Continued, starting with the last two of the part before.
CN1[C@@H]2CCC[C@H]1CC(=O)C2
  TMEM16A act: i
Cc1cccc(CC(c2cccc(C)c2)N(C)C)c1 (stereo not given)
  TMEM16A act: i
CN1C(=O)NC(=O)C(N=Nc2ccc(Cl)cc2)C1=O (stereo not given)
  TMEM16A act: i
COC(=O)C1=C(c2ccc(F)cc2OCc2ccccc2)C[C@@H]2CC[C@H]1N2C(=O)NCc1ccc(OC)c(OC)c1
  TMEM16A act: i
COC(=O)C1=C(c2ccc(OC)c(OC)c2)C[C@@H]2CC[C@H]1N2C(=O)N1CCCC1
  TMEM16A act: i
COC(=O)C1=C(c2ccc3ccccc3c2)C[C@@H]2CC[C@H]1N2C(=O)N1CCC(C)CC1
  TMEM16A act: i
Nc1ccc(Br)cc1
  TMEM16A act: i
Cc1cc(C(=O)OCC(=O)Nc2cccc(F)c2)c(C)n1C1CC1
  TMEM16A act: i
CC(=O)[C@H]1CCC2C3CC[C@H]4C[C@@H](O)CC[C@]4(C)C3CC[C@@]21C (stereo not given in full)
  TMEM16A act: i
COC(=O)C1=C(c2cccc(OCc3ccccc3)c2)C[C@@H]2CC[C@H]1N2C(=O)NCc1cccc(C(F)(F)F)c1
  TMEM16A act: i
COC(=O)C1=C(c2ccc(S(C)(=O)=O)cc2)C[C@@H]2CC[C@H]1N2C
  TMEM16A act: i
CC(C)(O)/C=C/C(=O)C(C)(O)C1C(O)CC2(C)C3CC=C4C(C=C(O)C(=O)C4(C)C)C3(C)C(=O)CC12C (stereo not given)
  TMEM16A act: i
COC(=O)C1=C(c2ccc(Cl)c(C(F)(F)F)c2)C[C@@H]2CC[C@H]1N2C(=O)NCCNC(C)=O
  TMEM16A act: i
CC=C(C)C(=O)OC1CCN2CC=C(COC(=O)C(O)(C(C)OC)C(C)(C)O)C12 (stereo not given)
  TMEM16A act: i
C=CC(=O)NCNC(=O)C=C
  TMEM16A act: i
C=CCCC1(CC)C(=O)NC(=S)NC1=O
  TMEM16A act: i
C[C@]12CC[C@H](O)C[C@H]1CC[C@@H]1C2CC[C@]2(C)[C@@H](C3=CC(=O)OC3)[C@@H](O)C[C@]12O (stereo not given in full)
  TMEM16A act: i
COC(=O)C1=C(c2ccc(OC)c(OC)c2)C[C@@H]2CC[C@H]1N2C(=O)NC1Cc2ccccc2C1
  TMEM16A act: i
COC(=O)C1=C(c2ccc(F)cc2F)C[C@@H]2CC[C@H]1N2C(=O)N1CCCCC1
  TMEM16A act: i
C=C(C)[C@@H]1[C@H]2OC(=O)[C@H]1[C@]1(O)C[C@H]3O[C@]34C(=O)O[C@H]2[C@]14C
  TMEM16A act: i
COc1cc(/C=C2\C[C@H]3[C@@H]4CC=C5C[C@@H](N6CCCC6)CC[C@]5(C)[C@H]4CC[C@]3(C)[C@H]2O)cc(OC)c1OC
  TMEM16A act: i
CCOCC1(CCc2ccccc2)C(=O)NC(=S)NC1=O
  TMEM16A act: i
O=S(=O)(O)C(=Cc1ccccc1)c1ccccc1 (tested in a mixture with another compound)
  TMEM16A act: i
COC1=CC2C3Cc4ccc(OC)c(O)c4C2(CCN3C)CC1=O (stereo not given)
  TMEM16A act: i
O=C1NC(=O)C(Nc2ccccc2)C(=O)N1
  TMEM16A act: i
O=C1c2ccccc2-c2cc3ccccc3cc21
  TMEM16A act: i
C=C[C@@H]1C2=CCOC(=O)C2=CO[C@H]1O[C@@H]1O[C@H](CO)[C@@H](O)[C@H](O)[C@H]1O
  TMEM16A act: i

COC(=O)C1=C(c2ccc(F)cc2OCc2ccccc2)C[C@@H]2CC[C@H]1N2C(=O)NCc1ccccc1C(F)(F)F
  TMEM16A act: i
O=[N+]([O-])c1cccc(NP(=O)(N2CC2)N2CC2)c1
  TMEM16A act: i
COC(=O)C1=C(c2ccc(-c3ccccc3)c(F)c2)C[C@@H]2CC[C@H]1N2C(=O)NCCNC(C)=O
  TMEM16A act: i
CC1[C@H]2Cc3ccc(O)cc3[C@]1(C)CCN2C (stereo not given in full)
  TMEM16A act: i
CN1C(=O)C(C2CCCCC2)C(=O)N(C)C1=O
  TMEM16A act: i
O=c1ccc2cc3ccoc3c(O)c2o1
  TMEM16A act: i
CC(=O)OC1CC2(O)C3CCC4CC(O)CCC4(C)C3CCC2(C)C1C1=CC(=O)OC1 (stereo not given)
  TMEM16A act: i
CC(=O)Nc1ccc(C=C2C(=O)NC(=O)NC2=O)cc1
  TMEM16A act: i
CCCNC(=O)N1[C@H]2CC[C@@H]1C(C(=O)OC)=C(c1cccc(C#N)c1)C2
  TMEM16A act: i
Cc1cnc(-n2c(=S)[nH]c3ccccc3c2=O)s1
  TMEM16A act: i
C[C@]12CCC3C(C1CCC2=O)[C@H](O)C[C@H]1C[C@@H](O)CC[C@]31C (stereo not given in full)
  TMEM16A act: i
CCC(=O)OC(Cc1ccccc1)(c1ccccc1)[C@H](C)CN(C)C (stereo not given in full)
  TMEM16A act: i
CN(C(=O)COC(=O)c1cn(C)c2ccccc12)C1CCCCC1
  TMEM16A act: i
COC(=O)C1=C(c2ccc(F)cc2OCc2ccccc2)C[C@@H]2CC[C@H]1N2C(=O)N1CCC(O)(c2ccc(Cl)cc2)CC1
  TMEM16A act: i
N#CC1C(C#N)C2CCC1C1C2N1c1ccccc1 (stereo not given)
  TMEM16A act: i
CC1CN1P(=O)(Oc1ccc2ccccc2c1)N1CC1C (stereo not given)
  TMEM16A act: i
CC(=O)O[C@@H]1CC[C@]2(C)C3CC[C@@]4(C)C(C[C@@H](O)[C@@H]4O)C3[C@@H](OC(C)=O)C[C@H]2C1 (stereo not given in full)
  TMEM16A act: i
O=C(Cc1cc(=O)oc2cc(O)ccc12)NN=Cc1ccc(N(CCCl)CCCl)cc1
  TMEM16A act: i
Oc1ccc2c3c1OC1[C@H](O)CC[C@@]4(O)[C@@H](C2)N(CC2CC2)CC[C@]314 (stereo not given in full)
  TMEM16A act: i
CCOC(=O)C1(c2ccccc2)CCN(CCC(=O)Nc2ccc(F)cc2)CC1
  TMEM16A act: i
CCC/C=N/O
  TMEM16A act: i
CCOC1=C(N2CC2)C(=O)C(OCC)=C(N2CC2)C1=O
  TMEM16A act: i
CC1OC(OC2C=C3CCC4C(CCC5(C)C(c6ccc(=O)oc6)CCC45O)C3(C)CC2)C(O)C(OC2OC(CO)C(O)C(O)C2O)C1O (stereo not given)
  TMEM16A act: i
NP(=O)(Oc1ccccc1)c1ccccc1 (stereo not given)
  TMEM16A act: i
Cc1ccccc1[N+](=O)[O-]
  TMEM16A act: i

Arranged by molecular weight (low to high): some entries from above.
O=C1NC(=O)C(Nc2ccccc2)C(=O)N1
  TMEM16A act: i
O=S(=O)(O)C(=Cc1ccccc1)c1ccccc1 (tested in a mixture with another compound)
  TMEM16A act: i
C[C@]12CC[C@H](O)CC1=CCC1C2CC[C@]2(C)C(=O)[C@H](Br)CC12 (stereo not given in full)
  TMEM16A act: i

2 compounds drawn at random from those above, as already listed:
CCOC(=O)C1(c2ccccc2)CCN(CCC(=O)Nc2ccc(F)cc2)CC1
  TMEM16A act: i
CN(C(=O)COC(=O)c1cn(C)c2ccccc12)C1CCCCC1
  TMEM16A act: i

Later entries
Cc1ccccc1C(=O)N1CC1C (stereo not given)
  TMEM16A act: i
COC(=O)C1=C(c2ccc(C(C)=O)cc2)C[C@@H]2CC[C@H]1N2C
  TMEM16A act: i
CC1=NNC(=O)C1Br (stereo not given)
  TMEM16A act: i
COC(=O)C1=C(c2ccc3ccccc3c2)C[C@@H]2CC[C@H]1N2C(=O)NC1CC1
  TMEM16A act: i
O=C1C(=Cc2ccccc2)N2CCC1CC2
  TMEM16A act: i
COC(=O)C1=C(c2ccc(F)cc2F)C[C@@H]2CC[C@H]1N2C(=O)NCCCOC(C)C
  TMEM16A act: i
COc1cccc2c1C(=O)c1c(O)c3c(c(O)c1C2=O)CC(O)(C(C)=NO)CC3OC1CC(N)C(O)C(C)O1 (stereo not given)
  TMEM16A act: i
Cc1ccc2c(c1)N(CCC(=O)N1CCC3(CC1)OCCO3)C(=O)C(C)O2 (stereo not given)
  TMEM16A act: i

Source: PubChem

The list is partial (hit frequency here may not be typical).
